Compound activity (PubChem BioAssay)
HT1080 viability – HT1080 cell viability loss – fluorescence readout (AID 620). hit rate 0.42% among 87,000. HT1080 viability, fluorescence; higher % means a stronger effect. one-dose cytotoxicity, % at 10 µM; EC50 in µM for titrated hits;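 also: cells exposed to compound overnight then 4 h with Alamar Blue; 0% = vehicle DMSO and 100% = killing control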
Spn PMK inh – S. pneumoniae PMK inhibition; AID 539; purified PMK, PK/LDH-coupled NADH absorbance 340 nm; hit rate 0.49% among 65,000; inhibition, % at 10 µM;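 active = top-ranked compounds by inhibition in the single 10 µM screen, taking a fixed number of the strongest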;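 also: 0% = full reaction with DMSO carrier and 100% = background rate without enzyme reaction; no value below 0 was filed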
HPDE-C7 viability – HPDE-C7 pancreatic duct cell viability loss – fluorescence, HTS (AID 430); HPDE-C7 pancreatic duct cells viability, fluorescence; higher % means a stronger effect; cytotoxicity, % at 10 µM, or EC50 in µM where a hit was titrated; hit rate 1.8% among 63,000;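 also: cells exposed to compound for 48 hours before viability readout; 0% = vehicle and 100% = reference cytotoxic drug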
KRASV12 cytotoxicity – viability loss of HPDE-C7K cells – cell-based, fluorescence, HTS, primary screen (AID 431) | cytotoxicity, % at 10 µM, or EC50 in µM where a hit was titrated | HPDE-C7K KRASV12 cells, Alamar Blue viability, 48 h; higher % means a stronger effect | hit rate 1.7% among 63,000;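 active = compounds whose percent cytotoxicity in the single-dose primary screen, scaled between solvent and toxic-drug controls, exceeds 50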;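 also: 0% = DMSO solvent wells and 100% = doxorubicin-treated wells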
MK inhibit – S. pneumoniae mevalonate kinase inhibition; purified MK, PK/LDH-coupled NADH absorbance 340 nm; inhibition, % at 10 µM; hit rate 0.48% among 65,000; AID 555;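 active = ranked among the strongest by inhibition in the single 10 µM screen, a fixed top-ranked set picked for dose follow-up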; also: no value below 0 was filed
DPM-DC inhibit – inhibitors of Streptococcus pneumoniae diphosphomevalonate decarboxylase | calls only at 10 µM | purified DPM-DC, PK/LDH coupled NADH fluorescence | hit rate 0.49% among 65,000;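 active = the 320 compounds with the highest percent inhibition in the single-dose primary screen, excluding strongly autofluorescent ones, cut at about 32% in these data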;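 also: kinetic rate of NADH fluorescence loss reporting ADP formed by the decarboxylase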
Bfl-1 inhibitors – Bfl-1 inhibitors, primary screen, biochemical, fluorescence polarization, FITC-Bid, mouse (AID 432); FITC-Bid BH3 peptide fluorescence polarization displacement; higher % means a stronger effect; hit rate 0.02% among 64,000; displacement, % at 20 µM; hits with a dose series show IC50 in µM; in the data active = a potency from the dose series; inactive = the rest, 99 in 100 with displacement below about 15%; also: strong numbers were not always called active
TNAP inhibition – inhibition of tissue-nonspecific alkaline phosphatase – biochemical, luminescent (AID 518); purified TNAP enzyme, luminescent substrate readout; higher % means a stronger effect; inhibition, % at 20 µM; hits with a dose series show IC50 in µM; hit rate 0.09% among 64,000; in the data active = a potency from the dose series; inactive = the rest, 99 in 100 with inhibition below about 22%;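 also: plate controls were vehicle for no effect and reference inhibitor for full effect; many of its hits are not listed in these tables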
LYP phosphatase – inhibition of human PTPN22 tyrosine phosphatase – biochemical, DiFMUP fluorescence, recombinant catalytic domain, 10 µM, primary screen (AID 606) | recombinant LYP catalytic domain, DiFMUP fluorescence; higher % means a stronger effect | inhibition, % at 10 µM, or IC50 in µM where a hit was titrated | 52,000 tested, under 10 active;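 active = IC50 under 40 µM in the dose-response test; inactive = IC50 of 40 µM or more, or never dose-tested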
Spn PMK inh pilot replicates – second read-out of Spn PMK inh, no call of its own (marks repeat the call); inhibition, %; measured here: pilot screen replicates
MK inhibit pilot replicates – recorded beside MK inhibit, whose call it bears; inhibition, %; measured here: pilot screen replicates
DPM-DC inhibit pilot screen % – also measured in DPM-DC inhibit; calls as there; inhibition, %; measured here: pilot screen trials
An asterisk follows results filed as active; i = inactive; · = no result given; [ ] = another dose, or the depositor's remark. Rule as the data show it, unless noted: active = cytotoxicity above about 50%; inactive = the rest. Random draw from the library, and some 3.5% of all compounds hit somewhere here.

Start of the data: the first 4 records (preview)
SMILES | HT1080 viability | Spn PMK inh | HPDE-C7 viability | KRASV12 cytotoxicity | MK inhibit | DPM-DC inhibit | Bfl-1 inhibitors | TNAP inhibition | LYP phosphatase | others
CC(C)(C)n1nc2c(c1NC(=O)c1ccccc1F)CS(=O)C2 (stereo not given) | 7% | 5 | -15% | -5% | 2 | i | -1% | 2% | 13%
CCOC(=O)N1CCN(C(=O)CSCc2nc(-c3ccccc3F)oc2C)CC1 | 5% | 12 | · | · | 2 | i | · | · | ·
COc1ccc2c(CC(=O)OCC(=O)Nc3ccc4c(c3)OCO4)coc2c1 | -3% | 9 | · | · | 2 | i | · | · | 10%
CN(C)CCCN1C(=O)C(O)=C(C(=O)c2cc3ccccc3o2)C1c1ccccn1 (stereo not given) | -18% | 3 | -4% | 8% | 6 | i | 7% | 10% | 6%

All compounds of this part, from the first entry:
SMILES | HT1080 viability | Spn PMK inh | HPDE-C7 viability | KRASV12 cytotoxicity | MK inhibit | DPM-DC inhibit | Bfl-1 inhibitors | TNAP inhibition | LYP phosphatase | others
CC(C)(C)n1nc2c(c1NC(=O)c1ccccc1F)CS(=O)C2 (stereo not given) | 7% | 5 | -15% | -5% | 2 | i | -1% | 2% | 13%
CCOC(=O)N1CCN(C(=O)CSCc2nc(-c3ccccc3F)oc2C)CC1 | 5% | 12 | · | · | 2 | i | · | · | ·
COc1ccc2c(CC(=O)OCC(=O)Nc3ccc4c(c3)OCO4)coc2c1 | -3% | 9 | · | · | 2 | i | · | · | 10%
CN(C)CCCN1C(=O)C(O)=C(C(=O)c2cc3ccccc3o2)C1c1ccccn1 (stereo not given) | -18% | 3 | -4% | 8% | 6 | i | 7% | 10% | 6%
CC(C)(O)c1cc(=O)sc2nc3ccccc3n12 | 2% | 0 | -13% | -10% | 6 | i | -4% | 4% | 5%
CNC(=O)C1CC(=O)N(Cc2ccc3c(c2)OCO3)C(=Nc2ccc(F)cc2)S1 (stereo not given) | -6% | 19 | 3% | -2% | 0 | i | -8% | 3% | 8%
CCc1ccc(N2CC(C(=O)Nc3ccccc3F)CC2=O)cc1 (stereo not given) | 8% | 0 | 5% | 3% | 8 | i | 1% | 8% | ·
CC(=O)Nc1c(C(=O)C2CC2)oc2ccccc12 | 0% | 8 | -14% | -2% | 2 | i | -2% | 9% | -11% | Spn PMK inh pilot replicates=3.5;MK inhibit pilot replicates=3.0;DPM-DC inhibit pilot screen %=3.0
COc1ccc2c(c1OC)C(=O)N(c1nccs1)C2 | 32% | 10 | -16% | -32% | 5 | i | 10% | 20% | 15%
COCCn1c(SCC(=O)Nc2cccc(OC)c2)nnc1-c1ccccc1 | 10% | 7 | -16% | 4% | 1 | i | 1% | 13% | 3% | Spn PMK inh pilot replicates=4.5;MK inhibit pilot replicates=0.0;DPM-DC inhibit pilot screen %=4.5
CCCOc1ccc2oc(=O)c3c(c2c1)CCCN3C(=O)CN1CCN(C(=O)c2ccco2)CC1 | 21% | 6 | 2% | -6% | 7 | i | 0% | 7% | ·
Nc1nncn1C(=O)c1c(Cl)cccc1Cl | 2% | 0 | -5% | 4% | 16 | i | -4% | 11% | 8%
O=C(c1ccco1)N1CCN(c2ccc(Cl)c(Cl)c2)CC1 | -8% | 0 | · | · | 8 | i | · | · | 6%
COc1cccc(C(=O)Nc2ccc(NC(C)=O)cn2)c1 | 8% | 8 | 13% | 14% | 1 | i | -6% | 18% | -3% | Spn PMK inh pilot replicates=1.0;MK inhibit pilot replicates=0.0;DPM-DC inhibit pilot screen %=0.0
Cc1ccc(C(=O)CCNc2ccc(F)c(Cl)c2)o1 | 1% | 0 | 1% | -12% | 3 | i | 2% | 7% | 12%
Cc1nn(C(=O)c2ccco2)c(C)c1CN1C(=O)c2ccccc2C1=O | 1% | 6 | · | · | 10 | i | -7% | 8% | 7%
Cc1ccc(C)c(OCCCC(=O)O)c1 | -2% | 13 | -7% | -9% | 13 | i | -1% | 13% | 17%
CC(C)N(C(=O)C1CC(=O)OC12CCCCC2)C(C)C (stereo not given) | · | 0 | 6% | 7% | 10 | i | 3% | 8% | -3%
COc1cc(C(=O)OCC(=O)N2CCCC2)cc(OC)c1OC | -3% | 9 | 2% | 3% | 3 | i | 5% | 9% | -3%
COc1ccc2c(c1)CCc1c(C(=O)Nc3ccc(OC)c(OC)c3)noc1-2 | 2% | 16 | 11% | 6% | 0 | i | 0% | 10% | 0%
CCCn1nnnc1SCC(=O)c1ccc2c(c1)OCCO2 | -3% | 10 | -18% | -12% | 3 | i | 2% | 10% | · | Spn PMK inh pilot replicates=5.5;MK inhibit pilot replicates=12;DPM-DC inhibit pilot screen %=2.0
CC(C)(C)c1ccc(C(=O)C=[N+]=[N-])cc1 | 9% | 17 | -10% | -19% | 5 | i | 5% | 11% | 15%
CN=C1SC(CC(=O)NCCc2ccc(OC)c(OC)c2)C(=O)N1C (stereo not given) | 5% | 24 | -21% | -13% | 2 | i | -1% | 0% | 4%
CCOc1ccc(Nc2cc(C)nc(N3CCOCC3)n2)cc1 | -1% | 10 | -20% | -20% | 9 | i | 3% | 13% | 7%

Arranged by formula weight (high to low): part of the list above.
SMILES | HT1080 viability | Spn PMK inh | HPDE-C7 viability | KRASV12 cytotoxicity | MK inhibit | DPM-DC inhibit | Bfl-1 inhibitors | TNAP inhibition | LYP phosphatase | others
CCCn1nnnc1SCC(=O)c1ccc2c(c1)OCCO2 | -3% | 10 | -18% | -12% | 3 | i | 2% | 10% | · | Spn PMK inh pilot replicates=5.5;MK inhibit pilot replicates=12;DPM-DC inhibit pilot screen %=2.0
CCOc1ccc(Nc2cc(C)nc(N3CCOCC3)n2)cc1 | -1% | 10 | -20% | -20% | 9 | i | 3% | 13% | 7%
Cc1ccc(C)c(OCCCC(=O)O)c1 | -2% | 13 | -7% | -9% | 13 | i | -1% | 13% | 17%

Further compounds.
SMILES | HT1080 viability | Spn PMK inh | HPDE-C7 viability | KRASV12 cytotoxicity | MK inhibit | DPM-DC inhibit | Bfl-1 inhibitors | TNAP inhibition | LYP phosphatase | others
Cc1cc(C)c2c(c1)OC(O)(C(F)F)CC2=O (stereo not given) | 5% | 1 | -12% | 0% | 8 | i | -3% | 13% | 7%
O=C1CSC(c2ccncc2)N1Cc1ccco1 (stereo not given) | 4% | 0 | -10% | -4% | 9 | i | -2% | 2% | ·
O=c1cc(-c2ccccc2)c2c([nH]1)CCCC2 | 1% | 13 | -6% | -19% | 5 | i | -11% | -2% | -7%
Cc1cccc(C)c1NC(=O)CSc1nnnn1C | 19% | 4 | 8% | 13% | 9 | i | -2% | 10% | -1%
O=C(O)c1ccccc1S(=O)(=O)Cc1ccccc1 | 21% | 3 | -1% | 8% | 5 | i | -12% | 3% | -1%
CCn1c(=O)c(C(=O)NCCN2CCCCC2)c(O)c2ccccc21 | -7% | 7 | -29% | -16% | 7 | i | -7% | 13% | -7%
Cc1nc2sc(C(c3cccs3)N3CCN(c4ccccc4)CC3)c(O)n2n1 (stereo not given) | -2% | 19 | -6% | 3% | 1 | i | -10% | 5% | 2%
COc1ccc(N2CCN(CC(=O)Nc3nc4c(s3)CC(C)CC4)CC2)cc1 (stereo not given) | -10% | 0 | 21% | 32% | 12 | i | -9% | -17% | 7%
Cc1oc(-c2ccc(Cl)cc2)nc1CN1CCCC(C(=O)NCc2cccnc2)C1 (stereo not given) | 0% | 12 | 11% | 2% | 0 | i | -2% | 6% | ·
COCCOC(=O)C1=C(C)Nc2ncnn2C1c1ccccc1 (stereo not given) | 10% | 8 | -6% | -18% | 8 | i | 2% | 4% | ·
CCn1c(SCC(=O)Nc2nccs2)nnc1-c1ccncc1 | 10% | 0 | -12% | 0% | 9 | i | 6% | 17% | -19% | Spn PMK inh pilot replicates=0.0;MK inhibit pilot replicates=2.0;DPM-DC inhibit pilot screen %=0.0
COc1nc(NCCc2ccc(OC)c(OC)c2)nc(NC(C)(C)CO)n1 | -9% | 12 | 2% | 10% | 0 | i | 4% | 11% | -20% | Spn PMK inh pilot replicates=1.0;MK inhibit pilot replicates=0.0;DPM-DC inhibit pilot screen %=0.0
O=C1OC(Nc2nc3ccccc3s2)c2ccccc21 (stereo not given) | -2% | 0 | -8% | 1% | 10 | i | 1% | 7% | 10%
CC1CCN(Cc2ccc(-c3nn[nH]n3)cc2)CC1 | 5% | 1 | -9% | 0% | 10 | i | 3% | 13% | 3% | Spn PMK inh pilot replicates=0.0;MK inhibit pilot replicates=0.0;DPM-DC inhibit pilot screen %=0.0
CCCCOn1c(C)c(C(=O)OCC)c2c3nonc3ccc21 | 3% | 14 | -4% | 7% | 0 | i[may fluoresce] | -2% | 10% | -7% | Spn PMK inh pilot replicates=0.0;MK inhibit pilot replicates=2.0;DPM-DC inhibit pilot screen %=60
Cc1ccc2nc3c(cc(C(N)=S)c(=N)n3CCCOC(C)C)c(=O)n2c1 | 13% | 10 | -19% | -21% | 11 | i | -2% | 15% | ·
Cn1c(=O)c2c(ncn2CC(=O)NC(C)(C)C)n(C)c1=O | 6% | 0 | -1% | -9% | 0 | i | -1% | 0% | 16%
CC(=O)Nc1ccc(S(=O)(=O)NCC2CCC(C(=O)NCCCN3CCCC3=O)CC2)cc1 (stereo not given) | 2% | 15 | 0% | -3% | 2 | i | -2% | 8% | -6% | Spn PMK inh pilot replicates=6.0;MK inhibit pilot replicates=2.0;DPM-DC inhibit pilot screen %=6.5
CCOc1cc(N2CCOCC2)c(OCC)cc1NC(=O)c1cc(-c2ccco2)nc2ccccc12 | 32% | 0 | 42% | 47% | 13 | i | -5% | 22% | -3%
c1ccc2c(NC3CCCC3)nnc(NC3CCCC3)c2c1 | 20% | 14 | 14% | 11% | 0 | i | -2% | 13% | 2% | Spn PMK inh pilot replicates=0.5;MK inhibit pilot replicates=3.5;DPM-DC inhibit pilot screen %=15
O=C(CCCc1nc2ccccc2s1)Nc1nccs1 | 8% | 10 | 2% | 12% | 4 | i | 4% | 18% | -33%
Cn1c(=O)n(CCc2ccccc2)c(=O)c2c1nc1n2CCCN1Cc1ccccc1 | -19% | 0 | -8% | 1% | 5 | i | 8% | 2% | 5%
CCOc1ccc2[nH]c(=O)c(CN(Cc3ccc(F)cc3)C(=O)N3CCCC3)cc2c1 | -19% | 13 | -16% | -24% | 6 | i | -6% | -1% | -2%
O=C(/C=C1\NC2(CCCC2)Cc2ccccc21)N1CCOCC1 | -2% | 0 | -36% | -23% | 7 | i | 16% | 9% | · | Spn PMK inh pilot replicates=0.5;MK inhibit pilot replicates=0.0;DPM-DC inhibit pilot screen %=2.0
COc1ccc2[nH]cc(C(=O)CN3CCCC(C)C3)c2c1 (stereo not given) | 2% | 25* | -5% | -7% | 4 | i | -6% | 3% | ·
COc1ccc(NC(=O)CCN2CCCC(C)C2)cc1 (stereo not given) | 8% | 4 | -13% | -4% | 10 | i | 4% | 7% | 4%
COc1ccc(NC(=O)CCNC(C)=O)cc1NS(=O)(=O)c1ccc(F)cc1 | 16% | 13 | -7% | 1% | 1 | i | -1% | 6% | 0%
